From PubChem
PglD DTNB = C. jejuni PglD acetyltransferase inhibitors, primary screen, biochemical, DTNB colorimetric, single point; purified PglD enzyme, DTNB colorimetric CoA detection; inhibition, % at 12.5 µM; 360,000 compounds, 0.098% hits; AID 602405, 2012; in the data active means inhibition above about 16%, passing the limit was not always enough; inconclusive means no clear call, values can overlap the other calls; further: strong numbers were not always called active
PGC1a acetyl inh = inhibitors of PGC1a acetylation signal, primary screen, cell-based, U2OS, AlphaScreen, inhibitor mode; inhibition, % at 15.6 µM; 350,000 compounds, 0.17% hits; AlphaScreen anti-acetyl-lysine; with virally co-expressed GCN5 acetyltransferase; AID 651687, 2012;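 active means every replicate shows inhibition of at least 40%; inconclusive means mean inhibition at least 40% but some replicate below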;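 further: 0% = neutral control wells and 100% = positive control wells; some results beyond the cut were filed as inactive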
Starred values were filed as active, the others as inactive; ? = inconclusive.

molecule,PGC1a acetyl inh,PglD DTNB
C#CCOCCOCCOCCNc1nc(N2CCN(C(=O)C([C@@H](C)CC)n3cc(C(N)Cc4ccc(O)cc4)nn3)CC2)nc(N2CCN(C(=O)[C@H](CCC(=O)O)n3cc(C(N)CO)nn3)CC2)n1 (some centres not stated),5,-5
CSc1c(CC(=O)Nc2ccccc2Cl)n(Cc2ccccc2)c2ccccc12,-22,0
COc1ccc(-c2nc3c(c(=O)n(C)c(=O)n3C)n2CC2CC(c3ccccc3)=NO2)cc1OC (configuration not stated),-6,0
COC(=O)CSc1nnnn1-c1ccccc1,6,1
CCSC1=C(C#N)C(c2ccc(OC)c(OC)c2)CC(=O)N1 (configuration not stated),-3,-2
COc1ccc(COC(=O)NNC(=O)c2ccc(OC)cc2)cc1,0,-4
Cc1cccn2c(=O)c(/C=C(\C#N)S(=O)(=O)c3ccccc3)c(N3CCN(C)CC3)nc12,8,-21
Cn1cc(C(=O)NCN2CCCCC2)c2ccccc21,-6,-1
CCOC(=O)c1c(C)n(C)c2ccc(OCCN(C)C)cc12,-1,2
CC(=O)Nc1ccc(-c2cc(NC(C)=O)n(-c3ccccc3)n2)cc1,6,-6

Further entries follow:
molecule,PGC1a acetyl inh,PglD DTNB
Cc1nnc(SCc2nnc(-c3ccccc3Br)o2)n1-c1ccccc1,-5,0
Nc1ncnc2c1cnn2-c1ccccc1,-5,-6
O=C(c1cc2n(n1)C(C(F)(F)F)CC(c1ccco1)N2)N1CCc2ccccc2C1 (configuration not stated),-17,3
COc1ccc(S(=O)(=O)N2CCN(C(=O)NCc3ccccc3)CC2)cc1,-3,2
O=C1CCC(=O)N1c1ccc(CSc2nnnn2C2CCCCC2)cc1,-14,2
CC(C)(C)NC(=O)CSc1nncn1NCc1cccc2ccccc12,-2,-1
CCOP(=O)(c1ccc(N(C)C)cc1)C(O)c1ccccc1 (configuration not stated),-8,1
CCOC(=O)c1c(NC(=O)C2CCN(S(=O)(=O)c3cccs3)CC2)sc(C)c1C,-1,-2
Cc1ccc(C(=O)n2nc(-c3ccco3)nc2N)cc1,-4,-1
COc1cccc(N2CCN(C3C4CC5CC(C4)CC3C5)CC2)c1 (configuration not stated),14,-4

The list continues.
molecule,PGC1a acetyl inh,PglD DTNB
CCOc1ccccc1CNC(=O)CCN1C(=O)COc2ccccc21,-7,2
CCCCc1ccc(NC(=O)N[C@H](C(=O)O)C(C)C)cc1,5,-5
COC(=O)c1ccc(S(=O)(=O)NCc2cccc(OC)c2)n1C,-12,-9
Cc1cc(C(=O)COC(=O)c2cc(O)c3ccccc3c2O)c(C)n1CC1CCCO1 (configuration not stated),-6,-3
COc1ccccc1OCCCn1cc(C#N)c2ccccc21,-1,-12
O=C(c1cn(-c2ccccc2)nc1-c1cccs1)N1CCOCC1,8,-2
Cc1ccc(NC2=NCC(=O)N2Cc2ccccc2)c(C)c1,7,-4
CSCCC(N=CC1=C(O)CC(C)(C)CC1=O)C(=O)O (configuration not stated),-5,8
CCOc1ccc(NC(=O)Cc2c(O)c3ccccc3[nH]c2=O)cc1,-3,2
CC(=O)NCCc1ccc(S(=O)(=O)Nc2cccnc2)cc1,-8,-4

Some of these compounds in order of molecular weight, descending.
molecule,PGC1a acetyl inh,PglD DTNB
CCOc1ccc(NC(=O)Cc2c(O)c3ccccc3[nH]c2=O)cc1,-3,2
Cc1ccc(NC2=NCC(=O)N2Cc2ccccc2)c(C)c1,7,-4
CCCCc1ccc(NC(=O)N[C@H](C(=O)O)C(C)C)cc1,5,-5

(listing goes on)
molecule,PGC1a acetyl inh,PglD DTNB
CCN(CC(=O)Nc1ccc(N2CCOCC2)cc1)Cc1nc2ccccc2c(=O)[nH]1,5,0
Cc1csc(NC(=O)Cc2nn(C)c(=O)c3ccccc23)n1,10,1
Cc1cc(=O)n2ncnc2n1COCCO,12,-1
COC(=O)/C=C(\C)NC(=O)c1ccc(F)cc1,-19,4
O=C(CN1CCN(CC(=O)Nc2ccc3c(c2)OCO3)CC1)Nc1ccc(F)cc1,-23,11
Cc1cc(OCC(=O)NC2CC2)c2c(C)cc(=O)oc2c1,1,-7
CCOc1ncccc1C(=O)OCC(=O)c1ccc(Cl)s1,7,-2
CCc1cc2ccccc2nc1SCC(=O)N1CCN(C(=O)c2ccco2)CC1,-9,0
Cc1ccc(S(=O)(=O)Nc2c(NC3CCCCC3)c3ccccc3oc2=O)c(C)c1,-3,2
COc1ccccc1Oc1ccc2c(c1)C(=O)N(c1ccc(O)cc1)C2=O,0,5

Further entries follow.
molecule,PGC1a acetyl inh,PglD DTNB
CCOC(=O)N1CCN(S(=O)(=O)c2ccc3c(c2)CCN3C(=O)C2CCC2)CC1,-20,11
CCOc1ccc(N(CC(=O)Nc2ccc(OC)cc2)S(C)(=O)=O)cc1,-7,-1
Cc1ccc(-n2c3c(c(=O)[nH]c2=S)C(C(F)(F)F)(C(F)(F)F)NC(=O)N3)cc1,19,-1
Cc1ccnc(N2CCCC(C(=O)Nc3nnc(C)s3)C2)n1 (configuration not stated),-3,-4
COc1cccc(C2/C(=C(\O)c3ccc4c(c3)OCCO4)C(=O)C(=O)N2CCCN2CCOCC2)c1OC (configuration not stated),-16,0
Cc1ccc(-c2csc(NC(=O)c3cccs3)n2)cc1,-21,0
CC(C)c1nc(-c2ccccc2)c(-c2ccccc2)[nH]1,-1,-2
COc1ccc(C(=O)NCc2ccc(-c3nc4ccccc4s3)cc2)cc1OC,3,-8
COCc1[nH]nc2c1C(c1c(F)cccc1Cl)C(C#N)=C(N)O2 (configuration not stated),-3,-20
O=C(NCCCN1CCCC1=O)c1ccc2c(c1)NC(=O)C(N1CCOCC1)S2 (configuration not stated),-11,-9

Other structures
molecule,PGC1a acetyl inh,PglD DTNB
COCCCNC(=O)C12CCC(C)(C(=O)C1)C2(C)C (configuration not stated),16,-1
Fc1ccccc1OCCSc1nc2ccccc2o1,-6,4
COc1cccc(NC(=O)COC(=O)c2c(-c3ccccc3)noc2C)c1,-4,2
CC1=CC(C)(C)N2C(=O)C3(C(C#N)=C(N)Oc4cc(O)ccc43)c3cccc1c32 (configuration not stated),-6,-6
CCCn1c(=S)[nH]c2cc(C(=O)N3CCCC(C(=O)OCC)C3)ccc2c1=O (configuration not stated),-3,4
CCOC(=O)CSc1nnc([C@H](CC(C)C)NC(=O)OC(C)(C)C)o1,5,-2
CC1CCN(S(=O)(=O)c2cccc(C(=O)NCc3cccs3)c2)CC1,3,-9
CC(C)NC(=O)c1sc2nc3c(c(-c4cccs4)c2c1N)CN(C)CC3,-8,-1
O=C(NNC(=S)NC(=O)c1cccnc1)c1ccc(Cl)cc1,-3,-4
CCOc1ccc(/C(O)=C2/C(=O)C(=O)N(CCOCCO)C2c2cccnc2)cc1 (configuration not stated),-6,2

Additional records
molecule,PGC1a acetyl inh,PglD DTNB
CC(C)n1c(SCC(=O)NCc2ccco2)nc2c1c(=O)n(C)c(=O)n2C,-3,-1
CCOC(=O)c1c(CN2CCCCC2)n(C)c2cc(Br)c(OC)cc12,-2,-1
Cc1cccc(CC(=O)NCC2CCCCC2)c1,3,0
CCCCn1c(SCC(=O)NCc2ccco2)nnc1-c1ccoc1C,3,-1
COc1ccc(S(=O)(=O)N2CCOCC2)cc1C(=O)Nc1ccon1,-7,2
C=CCC1c2cccc(C(=O)O)c2C(=O)N1c1ccc(F)cc1 (configuration not stated),-15,-2
CCn1c2ccccc2c2cc(/C=N/NC(=O)c3ccccc3)ccc21,?,-5
CC1CCC(=C(C#N)c2nc(-c3cc4ccccc4oc3=O)cs2)CC1 (configuration not stated),-5,-4
O=C(CCn1cccc1)NCc1ccc(Cl)cc1,-3,-3
CCN1CCN(C(=S)c2ccc(OCC(=O)Nc3ccc(OC)cc3)cc2)CC1,-22,0

Next part
molecule,PGC1a acetyl inh,PglD DTNB
CCOc1ccc2nc(NC(=O)C(CCSC)NS(=O)(=O)c3cccs3)sc2c1 (configuration not stated),2,-8
Cc1cc(C)nc(NC(=O)/C=C/c2ccc(Cl)cc2Cl)c1,-7,3
Cc1cc(C)c(C#N)c(SCc2ccc3c(c2)OCO3)n1,-15,4
COc1ccc(-c2nc(-c3ccc(Br)cc3)no2)c(OC)c1,-1,-3
CCc1ccc2c(COn3nnc4ccc(S(=O)(=O)N(C)C)cc43)cc(=O)oc2c1,1,7
CN=Cc1c(NC)nc2c(C)cccn2c1=O,11,7
CCOc1ccc2[nH]c(=O)c(CN(CCCO)C(C)=O)cc2c1,5,-2
Cn1c(=O)c2c(-c3ccccc3)n(CCCN3CCOCC3)cc2n(C)c1=O,2,-1
Cn1c(=O)c2[nH]c(NCC3CCCO3)nc2n(-c2ccccc2)c1=O (configuration not stated),-11,8
Cc1ccc(-n2c(-c3ccccc3)cc(=O)nc2C)cc1,1,7

New compounds follow.
molecule,PGC1a acetyl inh,PglD DTNB
C=C(C)COc1ccc(-c2n[nH]c(C)c2-c2ccc(Br)cc2)c(O)c1,4,5
Cc1noc(/C=C/c2ccc(-c3ccccc3Cl)o2)c1[N+](=O)[O-],-4,4
c1cncc(-c2nn3c(Cn4cnc5ccccc54)nnc3s2)c1,3,-4
CCN(CC)C(=O)N1CCN(S(=O)(=O)c2ccc(C)c(C)c2)CC1,-12,9
CC(Oc1ccc(C(=O)NC2CCCCC2)cc1)C(=O)O (configuration not stated),6,-5
CCOC(=O)N1CCN(C(=O)Nc2ccc3nccnc3c2)CC1,10,2
Cn1c(CC(=O)Nc2ccccc2)nnc1SCC(=O)c1ccccc1,-17,0
O=C(c1ccco1)N1CCN(/C(=N/S(=O)(=O)c2cccs2)c2ccccc2Cl)CC1,8,-1
CCOc1ccc(S(=O)(=O)NCc2cccs2)cc1,-5,-2
N#Cc1c(N)c(C#N)c(-c2ccc(O)cc2)c2c1CCCC2,1,-11

Pulled by structure from the entries so far (3):
molecule,PGC1a acetyl inh,PglD DTNB
c1cncc(-c2nn3c(Cn4cnc5ccccc54)nnc3s2)c1,3,-4
Cc1noc(/C=C/c2ccc(-c3ccccc3Cl)o2)c1[N+](=O)[O-],-4,4
CCOc1ccc(S(=O)(=O)NCc2cccs2)cc1,-5,-2

(list continues)
molecule,PGC1a acetyl inh,PglD DTNB
CN1CCN(c2ncnc3c2[nH]c2ccc(F)cc23)CC1,5,7
CCn1nc(NC(=O)c2cccnc2)c2cc3cccc(C)c3nc21,2,9
CC(C)OC(=S)N/C(=N\S(=O)(=O)c1ccccc1)c1ccccc1,6,0
COc1ccc(-c2nnc(NC(=O)c3ccc(S(=O)(=O)N4COCC4(C)C)cc3)o2)cc1,-1,-3
Cc1ccc(O)c(Sc2cc(C)ccc2O)c1,4,-3
CC(=O)Nc1ccc(C(=O)CSc2nnc(C)o2)cc1,-9,-10
COc1ccc(-c2nnc(SC)n2C)cc1,11,5
O=CN1Cc2[nH]c3ccccc3c2N(c2ccc(Cl)cc2)C1=O,9,5
CCOc1cc(C2Nc3cccc4cccc(c34)N2)ccc1O,7,-4
O=C(NCC1CCCO1)c1ccc2ccccc2n1 (configuration not stated),2,7

Additional entries.
molecule,PGC1a acetyl inh,PglD DTNB
O=c1c(-c2ccccc2)nc(-c2ccccc2)cn1O,1,-2
O=C(NC1C/C=C\C(c2ccccc2)N(c2ccccc2)C(=O)C1)OCC1c2ccccc2-c2ccccc21 (configuration not stated),0,-5
Cc1ccc(CNC(=O)CCc2ccc(S(=O)(=O)NC3CCCCC3)cc2)cc1,-10,6
C/C(=N\NC(=O)c1ccccc1C)c1ccc(N2CCOCC2)cc1,6,-2
Nc1c(NCCN2CCOCC2)c2ccccc2oc1=O,1,-6
Cc1ccc(C(=O)Nc2cnc3sc(C)nn3c2=O)cc1,0,-4
CCOC(=O)c1cc(NC(=O)N2CCCc3ccccc32)c(C)nc1C,-4,6
CCC/C(=N\NC(=O)c1csc(C)c1C)c1cccs1,11,-7
Cc1cc(OCC(=O)NCc2nc(-c3ccccc3)no2)c(C)cc1Br,-7,2
COCCNC(=O)COC(=O)c1[nH]c(C)c(C(C)=O)c1C,8,0

A few values from the entries so far.
PGC1a acetyl inh with `Cc1cc(OCC(=O)NCc2nc(-c3ccccc3)no2)c(C)cc1Br` : -7
PglD DTNB with `C/C(=N\NC(=O)c1ccccc1C)c1ccc(N2CCOCC2)cc1` : -2

Following part.
molecule,PGC1a acetyl inh,PglD DTNB
COc1cccc(C2C(C(=O)c3cc4cccc(OC)c4o3)=C(O)C(=O)N2c2cc(C)on2)c1OC (configuration not stated),-25,-5
CN1/C(=C\C(=O)COc2ccc3c(c2)OCO3)C(C)(C)c2ccccc21,-9,7
O=C(CN1CCN(Cc2ccccc2Cl)C1=O)NC1CCCCCC1,-11,6
Clc1ccc(-c2nnc(SCc3nc4ccccc4[nH]3)o2)c(Cl)c1,6,-4
O=C(NCCCn1ccnc1)C(=O)NCC(c1cccnc1)N1CCN(c2ccc(F)cc2)CC1 (configuration not stated),19,-6
Cc1ccc(S(=O)(=O)N(Cc2ccc(F)cc2)Cc2ccco2)cc1,-71,-7
CC1CCCCC1NC(=O)COC(=O)c1ccccc1NC(=O)c1ccco1 (configuration not stated),1,-3
CCCc1nnc(N2C(=O)c3cccc4cccc(c34)C2=O)s1,2,3
COc1ccc(NC(=O)C2CCCN2S(=O)(=O)c2cccc3nsnc23)c(OC)c1 (configuration not stated),2,5
Cc1cc(=O)[nH]c2ccccc12,-8,-3

Next section.
molecule,PGC1a acetyl inh,PglD DTNB
CCN1C(=O)C(CC(=O)Nc2c(C)cccc2C)SC1=Nc1ccc(S(N)(=O)=O)cc1 (configuration not stated),8,1
COc1ccc(NC(=O)Cn2nnc(-c3ccccc3NC(=O)c3ccco3)n2)cc1,-20,-1
O=C(NCCc1ccccc1)c1ccc2nc(-c3ccco3)c(-c3ccco3)nc2c1,3,1
C/C(=N\NC(=O)c1c(Cl)c(C)nn1C)c1ccc(NC(=O)COc2ccc(Cl)cc2C)cc1,-8,6
Cc1ccc(C)c(S(=O)(=O)N2C(=S)NC(=O)C2CC(C)C)c1 (configuration not stated),7,-1

Only part of the results is shown, so the mix of outcomes need not match the whole.
